# mIAP inh – mouse IAP inhibition; purified mouse IAP, CDP-Star luminescence, 30 min; inhibition, % at 10 µM; 330,000 compounds, 0.2% hits; AID 2806;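 active = inhibition of at least 40% at 10 µM in the primary screen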;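 also: plate controls were DMSO with enzyme for no effect and no enzyme wells for full effect; values of inactives mirror those of a sister screen read the other way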
# hIAP inh – blocks human intestinal alkaline phosphatase; 330,000 compounds, 0.12% hits; AID 2544; inhibition, % at 10 µM; purified IAP, CDP-Star luminescence, 30 min; P09923;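 active = inhibition reaching a set limit with compound at 10 µM in the primary screen, cut at about 35% in these data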;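 also: plate controls were DMSO wells with enzyme for no effect and no-enzyme buffer wells for full effect; values of inactives mirror those of a sister screen read the other way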
# mIAP act – increases mouse intestinal alkaline phosphatase activity | activation factor at 10 µM | 330,000 compounds, 0.24% hits | muIAP, CDP-Star luminescence, 30 min; stronger effect = higher value; 1 = vehicle-only enzyme signal, 0 = enzyme-free wells;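 active = activation factor of at least 2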; also: the source names both 10 and 20 µM as test concentration; values of inactives mirror those of a sister screen read the other way
#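 System: Mouse IAP enzyme | Also added: CDP-Star substrate | Dosing: Compounds dispensed in DMSO | Schedule: 30 min enzyme-substrate-compound incubation at room temperature | Technique: Chemiluminescence readout | Control set: DMSO-only wells and no-enzyme negative control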
# APOBEC3A inh – inhibitors of human APOBEC3A DNA deaminase. AID 493011. recombinant A3A, FAM/TAMRA ssDNA deamination fluorescence. inhibition, % at 20 µM. 330,000 compounds, 0.41% hits. P31941;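 active = at least 40% inhibition at 20 µM here, with at most 30% in a related deaminase screen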;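 also: plate controls were A3A with DMSO for no effect and wells lacking A3A enzyme for full effect; some results filed as inactive read as strong as hits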
# Target sequence (P31941 whole entry, looked up): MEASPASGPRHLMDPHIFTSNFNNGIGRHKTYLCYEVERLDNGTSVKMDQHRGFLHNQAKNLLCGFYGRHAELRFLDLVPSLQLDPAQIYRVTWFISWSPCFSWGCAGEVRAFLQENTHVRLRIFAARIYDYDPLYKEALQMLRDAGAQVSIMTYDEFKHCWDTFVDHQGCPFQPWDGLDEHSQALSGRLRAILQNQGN
# tim10-1 inh – growth inhibitors of tim10-1 mutant yeast | S. cerevisiae tim10-1 ts strain growth, BacTiter-Glo, 24 h | inhibition, % at 20 µM | 330,000 compounds, 2.2% hits;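 active = inhibition of at least 40%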;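 also: mutant grown at 25 °C; 0% = DMSO wells with yeast and 100% = wells holding no yeast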
# A3G deaminase – inhibitors of human APOBEC3G DNA deaminase; 330,000 compounds, 0.28% hits; recombinant A3G, ssDNA deamination FAM/TAMRA fluorescence; Q9HC16; inhibition, % at 20 µM;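 active = inhibition of at least 40% at 20 µM, with no more than 30% in the related APOBEC3A deaminase screen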;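 also: plate controls were DMSO wells with A3G for no effect and wells lacking A3G enzyme for full effect; some compounds called inactive have numbers as strong as hits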
# Target sequence (Q9HC16 whole entry, looked up): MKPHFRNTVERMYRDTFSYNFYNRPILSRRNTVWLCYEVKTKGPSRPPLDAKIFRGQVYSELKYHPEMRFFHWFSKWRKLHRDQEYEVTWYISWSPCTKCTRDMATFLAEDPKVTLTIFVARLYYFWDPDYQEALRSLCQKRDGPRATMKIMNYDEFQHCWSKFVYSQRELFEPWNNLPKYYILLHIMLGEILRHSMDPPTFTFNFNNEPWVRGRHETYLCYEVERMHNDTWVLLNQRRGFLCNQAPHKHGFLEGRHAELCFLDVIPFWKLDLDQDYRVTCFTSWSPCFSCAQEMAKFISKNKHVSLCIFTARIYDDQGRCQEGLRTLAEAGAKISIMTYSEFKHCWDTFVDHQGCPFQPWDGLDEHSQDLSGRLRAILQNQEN
# MIN6 prolif – MIN6 beta-cell proliferation induction; AID 2380; MIN6 cells proliferation, ATPlite luminescence, 48 h; cells starved in 0.2% serum; 100% = growth in 10% serum; proliferation, % at 10 µM; 330,000 compounds, 0.29% hits;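 active = compounds whose signal lies at least 3.5 SD above the mean of all wells on their plate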;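 also: 0% = DMSO-treated cells in low-serum medium and 100% = 10% serum control; some compounds called inactive have numbers as strong as hits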
# NALP3 yeast inh – NALP3 inhibition in yeast; Yeast reconstituted NLRP3/ASC/caspase-1, beta-gal luminescence, 24 h; inhibition, % at 10 µM; 330,000 compounds, 0.39% hits; AID 2825;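 active = inhibition of 50% or more; inactive = inhibition below 50%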;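 also: plate controls were induced DMSO wells for no effect and uninduced yeast grown without galactose for full effect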
# TIM10 inh – TIM10 yeast growth inhibition | inhibition, % at 10 µM | S. cerevisiae TIM10 strain growth, BacTiter-Glo luminescence, 24 h | 330,000 compounds, 1.4% hits;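 active = inhibition of 40% or more at the single tested concentration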;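 also: wild-type TIM10 isogenic control strain grown at permissive 25 °C; 0% = DMSO yeast wells and 100% = minimal medium wells without yeast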
# Active calls of the source: *.
SMILES,mIAP inh,hIAP inh,mIAP act,APOBEC3A inh,tim10-1 inh,A3G deaminase,MIN6 prolif,NALP3 yeast inh,TIM10 inh
CCN(CC(=O)Nc1cccc(OC)c1)C(=O)C1CCN(C(=O)Nc2ccccc2)CC1,8,6,0.92,-1,7,-2,2,-5,9
CC1CC(C)(C)NC(=S)N1CC(=O)N(C)Cc1ccccc1 (stereo not given),-5,15,1,-1,9,0,0,7,6
CCC(C)NCCCCOc1ccc(Br)cc1 (stereo not given),12,-7,0.88,-2,-12,-7,-1,10,12
CC(C)COc1ccc(-c2nnc(-c3ccco3)o2)cc1,7,-6,0.93,-2,35,-4,-3,49,22
Cc1cc(C)c(NC(=O)Cn2c(=O)n(-c3ccc(CC(=O)NCC4CCCO4)cc3)c(=O)c3ccccc32)c(C)c1 (stereo not given),-3,-7,1,2,-3,2,-1,16,10
O=C(c1cscn1)N1CCCC(N2CCN(c3ccc(F)cc3)CC2)C1 (stereo not given),5,-17,0.95,-2,-4,-3,1,-7,-1
O=C(Cn1c(NCCCO)nc2ccccc21)c1ccc([N+](=O)[O-])cc1,-3,-10,1,-6,1,-5,-1,14,-2
COc1ccc(Cc2nnc(Nc3ccc(C)cc3)o2)cc1OC,-17,-6,1.2,-2,15,-4,-2,7,9
CCn1c(SCC(=O)c2c[nH]c3ccccc23)nnc1-c1cccs1,-1,0,1,2,-19,-4,-4,11,-34
CCc1cccc(NC(=O)Cn2c(=O)oc3cc(S(=O)(=O)N4CCOCC4)ccc32)c1,-9,-3,1.1,-3,9,-2,-4,17,6
CN(C)C(=O)CSc1nnc(-c2ccncc2)n1Cc1ccco1,-7,-2,1.1,-4,-2,-5,-2,19,5
O=C(c1cc2sccc2n1Cc1ccc(F)cc1)N1CCc2ccccc21,2,26,0.98,-2,34,-2,-3,1,39
CCCC(=O)NC(C)c1nc2ccccc2n1C (stereo not given),4,6,0.96,-3,-20,-8,5,2,-7
CN(C)c1ccc(CN(C(=O)C2COc3ccccc3O2)C2CCS(=O)(=O)C2)cc1 (stereo not given),-6,7,1.1,-2,17,-2,-4,14,12
CCN(CCn1cccn1)C(=O)c1cc(COc2ccc(F)cc2Cl)on1,-5,-1,1.1,1,24,-8,-1,8,17
CC1CC(C)CN(CCCNC(=O)c2ccc3c(SCC(=O)O)c4c(nc3c2)CCC4)C1 (stereo not given),2,0,0.98,-5,-7,-4,-1,-4,-20
CN(C)CCNC(=O)Nc1cccc(Cl)c1Cl,-6,-9,1.1,-2,5,-3,-1,16,-9
Cc1ccc(S(=O)(=O)N(C)C)cc1NC(=S)N(CCC#N)Cc1cccnc1,-1,10,1,-5,-6,-2,-1,-3,1
CCOc1ccccc1C1C(C(=O)Nc2ccc(OC)cc2)=C(C)Nc2nc(CCCO)nn21 (stereo not given),5,16,0.95,-5,8,-6,-1,-5,4
COc1ccc(Cl)cc1C(=O)N(Cc1nc(-c2cccc(C)c2)no1)C(C)C,2,16,0.98,-2,27,-1,-6,14,1

# Some of the entries so far, with two lines to a compound.
# Values run as follows: mIAP inh, hIAP inh, mIAP act, APOBEC3A inh, tim10-1 inh, A3G deaminase, MIN6 prolif, NALP3 yeast inh, TIM10 inh
CCn1c(SCC(=O)c2c[nH]c3ccccc23)nnc1-c1cccs1
→ -1, 0, 1, 2, -19, -4, -4, 11, -34
CCc1cccc(NC(=O)Cn2c(=O)oc3cc(S(=O)(=O)N4CCOCC4)ccc32)c1
→ -9, -3, 1.1, -3, 9, -2, -4, 17, 6
CN(C)C(=O)CSc1nnc(-c2ccncc2)n1Cc1ccco1
→ -7, -2, 1.1, -4, -2, -5, -2, 19, 5
O=C(c1cc2sccc2n1Cc1ccc(F)cc1)N1CCc2ccccc21
→ 2, 26, 0.98, -2, 34, -2, -3, 1, 39
CCCC(=O)NC(C)c1nc2ccccc2n1C (stereo not given)
→ 4, 6, 0.96, -3, -20, -8, 5, 2, -7
CN(C)c1ccc(CN(C(=O)C2COc3ccccc3O2)C2CCS(=O)(=O)C2)cc1 (stereo not given)
→ -6, 7, 1.1, -2, 17, -2, -4, 14, 12
CCN(CCn1cccn1)C(=O)c1cc(COc2ccc(F)cc2Cl)on1
→ -5, -1, 1.1, 1, 24, -8, -1, 8, 17
CC1CC(C)CN(CCCNC(=O)c2ccc3c(SCC(=O)O)c4c(nc3c2)CCC4)C1 (stereo not given)
→ 2, 0, 0.98, -5, -7, -4, -1, -4, -20
CN(C)CCNC(=O)Nc1cccc(Cl)c1Cl
→ -6, -9, 1.1, -2, 5, -3, -1, 16, -9
Cc1ccc(S(=O)(=O)N(C)C)cc1NC(=S)N(CCC#N)Cc1cccnc1
→ -1, 10, 1, -5, -6, -2, -1, -3, 1
CCOc1ccccc1C1C(C(=O)Nc2ccc(OC)cc2)=C(C)Nc2nc(CCCO)nn21 (stereo not given)
→ 5, 16, 0.95, -5, 8, -6, -1, -5, 4
COc1ccc(Cl)cc1C(=O)N(Cc1nc(-c2cccc(C)c2)no1)C(C)C
→ 2, 16, 0.98, -2, 27, -1, -6, 14, 1

# (next part)
SMILES,mIAP inh,hIAP inh,mIAP act,APOBEC3A inh,tim10-1 inh,A3G deaminase,MIN6 prolif,NALP3 yeast inh,TIM10 inh
COCCN(CCOC)Cc1cc(=O)oc2cc3c(cc12)CCC3,4,5,0.96,-4,28,-2,1,4,-5
COc1ccc(C)cc1-n1nc2ccccc2n1,-2,13,1,2,21,-1,0,16,9
COC(=O)c1cc(S(=O)(=O)NCc2ccccc2)cn1C,-3,0,1,2,-4,12,-2,16,12
O=C(CN1C(=O)c2ccccc2S1(=O)=O)NCCc1ccc(F)cc1,-4,13,1,-6,2,-9,-1,13,4
CCOc1ccc(NS(=O)(=O)c2ccc3c(c2)CCN3C(C)=O)cc1,8,-9,0.93,-2,9,-6,2,12,-18
CCOC(=O)c1c(C)[nH]c(C)c1S(=O)(=O)NCC1CCN(Cc2ccccc2OC)CC1,-17,-10,1.2,-2,14,-1,-3,-2,2
CCNC(=O)/N=C1/NC(=O)C(C(C)C)O1 (stereo not given),-11,-7,1.1,-3,5,-4,1,1,-8
O=C(CCSCc1ccccc1Cl)NCc1ccco1,-3,1,1,0,18,-3,1,9,3
COC(CNC(=O)CSCc1nc(-c2ccc(SC)cc2)oc1C)OC,3,4,0.97,0,24,-1,-1,3,16
COc1ccc([C@@H]2CC=C(C(=O)O)CN2S(=O)(=O)c2ccc(C)cc2)cc1OC,-4,-22,1,0,-13,-7,0,35,-14
Cc1ccc(NC(=O)C(=O)c2c[nH]c3ccccc23)cc1,2,14,0.97,-5,-7,-7,-4,39,-14
CSc1ccc(/C=N/NC(=O)CN2CCN(Cc3ccc(Cl)cc3)CC2)cc1,17,-1,0.83,1,31,-2,0,22,41*
Cc1ccc([N+](=O)[O-])cc1S(=O)(=O)NCc1cccnc1,-3,-1,1,-4,2,-7,-3,12,-16
[O-][n+]1ccc(C(O)c2ccccc2)cc1 (stereo not given),-11,-8,1.1,-1,-15,0,0,6,1
N#Cc1ccc(CN2CCN(C(=O)CCNS(=O)(=O)c3ccc(F)c(F)c3)CC2)cc1,-18,-9,1.2,-3,5,-5,-3,15,0
Cc1occc1-c1nnc(SCC(=O)NCCc2ccccc2)o1,-6,-9,1.1,-1,-2,-5,1,10,2
O=C(O)c1cccc(NC(=O)C2CC(=O)N(Cc3ccccc3)C2)c1 (stereo not given),1,1,0.99,-3,-6,-8,-1,1,1
NS(=O)(=O)c1cc(C(=O)OCC(=O)N2CCOCC2)ccc1Cl,-4,5,1,-4,-17,-8,-4,1,12
O=C(CCCSc1ccccc1)Nc1nc(-c2ccccn2)cs1,8,-11,0.92,-18,25,-5,-3,37,18
CCc1ccc(NC(=O)N(CCN(C)C)C(C)c2cccnc2)cc1 (stereo not given),-12,14,1.1,-4,21,-16,-1,2,-3
Cc1cc(C)c(C)c(C(=O)C2OC(=O)C(C)(C)C(=O)C2(C)C)c1C (stereo not given),9,4,0.91,-1,-3,-3,0,31,12
OCCN(Cc1ccccc1)Cc1cccc(F)c1,-1,18,1,-2,4,-7,0,19,-2
O=C1C2CCCCN2C(=O)N1CCCCN1CCN(c2cccc(Br)c2)CC1 (stereo not given),-2,-1,1,-2,8,-7,-1,21,-11
COC(=O)c1ccc(CSc2nc3ccc(S(N)(=O)=O)cc3[nH]2)cc1,10,-21,0.9,0,5,-1,-3,5,3
N#Cc1ccc(COC(=O)c2cnc(Cl)c(Cl)c2)cc1,-4,7,1,3,-6,1,-2,26,16
Cc1nc2nc(Cc3ccccc3)nn2c(C)c1Cl,10,-19,0.9,-3,11,-7,-2,22,11
N#CCCn1cnc2c(=S)nc[nH]c21,3,1,0.97,4,-12,2,-1,-3,-3
O=C(COC(=O)c1cnccn1)Nc1ccccc1-c1ccccc1,8,-10,0.92,-2,1,-3,-2,14,5
O=S(=O)(c1ccc(Cl)cc1)N1CCCN(c2ccc(C(F)(F)F)cn2)CC1,-2,8,1,-4,18,-7,-2,25,-15
Cc1cc(C)cc(C(=O)NC(CC(N)=O)c2ccc(N3CCC(Cc4ccccc4)CC3)c([N+](=O)[O-])c2)c1 (stereo not given),7,-12,0.93,3,13,21,-8,24,8
CC(C)Oc1ccc(CCc2n[nH]c(=S)n2Cc2ccccc2)cc1,-1,-26,1,4,33,3,-3,37,38
Cc1cccn2c(CNCCSc3nccn3C)c(C(=O)N3CCCCC3)nc12,1,-15,0.99,-3,-13,0,2,7,13
N#Cc1c(-c2cccnc2)cc(-c2ccccc2)nc1N,-11,8,1.1,-1,-18,-4,1,-5,5
COc1ccc(C(=O)Nc2ccc3c(c2)nc(CCNC(=O)c2ccco2)n3C)cc1,-6,2,1.1,-2,-12,-8,-6,11,-4
O=C(Nc1ccccc1)N1CCN(c2ncccn2)CC1,4,-10,0.96,2,6,-1,1,5,16
NC(=O)C1=C[C@H](c2ccc(C(F)(F)F)cc2)C[C@H](OCCCCO)O1,3,20,0.97,-1,-2,-4,0,-10,7
Cc1ccc(N(C)C(=O)CC(C)S(=O)(=O)c2ccc3c(c2)NC(=O)CO3)cc1 (stereo not given),-1,7,1,-3,3,-5,-1,-3,-6
Cc1c(NC2(c3nnnn3-c3ccc(Br)cc3)CCCCC2)c(=O)n(-c2ccccc2)n1C,6,4,0.94,1,32,4,-2,1,26
O=C(C1CCCN(c2ncccn2)C1)N1CCc2ccccc21 (stereo not given),-9,3,1.1,4,21,2,0,13,-5
O=C(Nc1cccc([N+](=O)[O-])c1)Nc1ccc(Cl)cn1,-6,7,1.1,1,6,-2,0,20,2
O=C(NN=Cc1ccccc1C(=O)O)c1ccc(NS(=O)(=O)c2cccs2)cc1,9,2,0.91,-4,9,-6,-3,6,4
CCc1[nH]nc(C(=O)N2CCCC(Nc3ccc(C(C)C)cc3)C2)c1C (stereo not given),8,16,0.92,-2,13,-6,-2,7,8
NS(=O)(=O)c1ccc(CNC(=O)C2(c3ccc(Cl)cc3)CC2)cc1,6,0,0.94,-5,4,-9,-2,-2,-9

# Screening results deposited in PubChem BioAssay by Sanford-Burnham Center for Chemical Genomics.
